# T cell HTS: modulators of CD8 T cell-vesicle binding, primary screen, mouse 2C CD8+ T cells, flow cytometry; 2C CD8+ T cell-vesicle binding; active compounds read low; calls only at 7 µM; actives 0.068% (n = 330,000); AID 2052, 2009;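 active means response, share of CD8 T cells binding vesicles, and their 90th percentile fluorescence all below set limits, cut at about 80% in these data, passing the limit was not always enough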
#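 Assay system: 2C TCR transgenic mouse naive CD8+ T cells, MACS-purified | Read-out: CD8+ gate FL2 mean fluorescence as % of same-row positive control | Signal: High-throughput flow cytometry with anti-B7-1 and anti-CD8 staining | Timing: Binding step 1.5 h, 37 °C, antibody labelling 20 min, ice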
# NTR1 ag: agonists of NTR1, primary screen, imaging, U2OS cells, beta-arrestin-GFP, high content (AID 493036); activation, % at 20 µM; Neurotensin receptor type 1 (Homo sapiens), P30989; NTR1-U2OS beta-arrestin-GFP spot imaging, agonist mode; actives 0.17% (n = 330,000);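 active means activation at or above 40% of the spot to cytoplasm intensity ratio, with at least 20 cells analyzed; inconclusive means wells under 20 cells, flagged as cytotoxic or low count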;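 further: 0% = DMSO without peptide and 100% = 100 nM NTR1 peptide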
# Target sequence (P30989 whole entry, looked up): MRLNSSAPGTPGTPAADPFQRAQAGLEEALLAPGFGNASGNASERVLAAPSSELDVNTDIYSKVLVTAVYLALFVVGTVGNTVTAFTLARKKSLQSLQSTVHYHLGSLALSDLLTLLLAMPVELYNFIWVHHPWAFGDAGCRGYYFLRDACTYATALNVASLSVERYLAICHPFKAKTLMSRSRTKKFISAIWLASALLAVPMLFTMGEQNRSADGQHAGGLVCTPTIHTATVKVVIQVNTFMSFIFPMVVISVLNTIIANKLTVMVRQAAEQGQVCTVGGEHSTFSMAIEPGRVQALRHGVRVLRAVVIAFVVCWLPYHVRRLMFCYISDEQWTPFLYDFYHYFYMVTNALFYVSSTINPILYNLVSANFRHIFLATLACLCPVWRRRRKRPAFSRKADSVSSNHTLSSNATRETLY
# GPR55 antagonists: GPR55 antagonists blocking LPI-driven arrestin recruitment, primary screen, imaging, U2OS, beta-arrestin-GFP, LPI agonist (AID 2013). G-protein coupled receptor 55 (Homo sapiens). U2OS GPR55 beta-arrestin-GFP translocation imaging, LPI antagonism; higher % means a stronger effect. inhibition, % at 10 µM, or IC50 in µM where a hit was titrated. actives 0.13% (n = 290,000);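 active means spots per cell inhibited over 60%, with over 100 cells counted and total cytoplasm intensity under 500,000; inconclusive means wells with under 100 cells, flagged as likely toxic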;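 further: U2OS cells stably carrying GPR55 and arrestin-GFP stimulated by 5 µM LPI near EC80; imaged beta-arrestin-GFP aggregate spots per cell after agonist stimulation; plate controls were LPI-stimulated DMSO wells for no effect and DMSO wells without LPI for full effect; some results filed as inactive read as strong as hits; confirmed hits need IC50 under 10 µM and bright autofluorescent wells are also inconclusive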
# GPR35 arrestin U2OS: GPR35 antagonists blocking zaprinast-driven arrestin recruitment, primary screen, imaging, U2OS, beta-arrestin-GFP, zaprinast agonist (AID 2058) | G-protein coupled receptor 35 (Homo sapiens) | U2OS GPR35 beta-arrestin-GFP translocation imaging, zaprinast antagonism; higher % means a stronger effect | inhibition, % at 10 µM, or IC50 in µM where a hit was titrated | actives 0.052% (n = 290,000);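 active means inhibition of at least 50% with at least 30 cells and total cytoplasm GFP at most 10,000,000; inconclusive means under 30 cells or total GFP of 10,000,000 plus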
# LYP phosphatase: inhibitors of LYP phosphatase, biochemical, fluorescence intensity, uHTS (AID 1779); actives 0.054% (n = 290,000); Tyrosine-protein phosphatase non-receptor type 22 (Homo sapiens); recombinant LYP phosphatase, fluorescence intensity; higher % means a stronger effect; one-dose inhibition, % at 11.5 µM; IC50 in µM for titrated hits; in the data active means inhibition above about 50%;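 further: plate controls were vehicle with enzyme for no effect and no enzyme for full effect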
# Lipid droplet: inhibitors of hepatocyte lipid droplet formation, primary screen, imaging, high-throughput imaging, BODIPY stain; AID 1656, 2009; AML12 mouse hepatocytes, oleate lipid droplets; actives 0.4% (n = 240,000); inhibition, % at 6.5 µM;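 active means lipid droplet intensity inhibited by at least 50%, with more than 500 cells counted; inconclusive means wells with under 300 cells, treated as cytotoxic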
#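 Material – AML12 mouse liver cells · Also added – oleate loading, 100 µM · Compound dosing – 6.5 µM single-point dosing · Times – overnight treatment with compound plus oleate · Measured by – fluorescence imaging, 20x objective, two fields per well · Read-out – percent inhibition of filter-corrected integrated lipid droplet intensity per well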
# GPR55 beta-arrestin: GPR55 agonists via beta-arrestin recruitment, primary screen, imaging, U2OS cells, beta-arrestin-GFP redistribution (AID 1961). U2OS GPR55 beta-arrestin-GFP redistribution imaging; higher % means a stronger effect. actives 0.048% (n = 290,000). G-protein coupled receptor 55 (Homo sapiens). activation, % at 10 µM; hits with a dose series show EC50 in µM;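 active means activation above 40% with more than 50 cells counted in the well; inconclusive means wells holding fewer than 50 cells, flagged as toxic or sparse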;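 further: U2OS osteosarcoma cells stably expressing GPR55 and beta-arrestin-GFP; plate controls were DMSO negative control for no effect and LPI positive control for full effect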
# Rac1 GTP hydrolysis: MgcRacGAP GTPase-activating activity inhibitors, confirmation, biochemical, ADP Hunter fluorescence. Rac GTPase-activating protein 1 (Homo sapiens). MgcRacGAP-stimulated Rac1 GTP hydrolysis, ADP Hunter fluorescence; higher % means a stronger effect; GST-tagged Rac1 F28L mutant substrate. one-dose inhibition, % at 30 µM; IC50 in µM for titrated hits. actives 0.6% (n = 340,000). AID 624330, 2012;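 active means first-screen hits whose inhibition reached a set limit at any dose in the follow-up dose series; inconclusive means inhibition above the set first-screen limit but never retested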;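 further: fluorescence reports GDP produced by GAP-driven GTP hydrolysis; strong numbers were not always called active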
# SV40 large T antigen: SV40 large T antigen inhibitors, biochemical (AID 1903). SV40 large T antigen ATPase/helicase inhibition assay; higher % means a stronger effect. one-dose inhibition, % at 20 µM; IC50 in µM for titrated hits. actives 0.39% (n = 310,000); in the data active means a potency from the dose series; inconclusive means inhibition mostly from about 32% at the one dose, without a potency; inactive means the rest, 99 in 100 with inhibition below about 32%; further: strong numbers were not always called active
# Lipid droplet cells 6.5 µM: also measured in Lipid droplet; calls as there; cell count; measured here: cell count, cytotoxicity flag;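 cells counted across two imaged fields per well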
# T cell HTS vesicle-bound %: second read-out of T cell HTS, no call of its own (marks repeat the call); double positive events, %; measured here: CD8+ vesicle-bound cell fraction;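 binding gate set so that unloaded-vesicle control wells show 10% double positive cells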
# NTR1 ag cell count 20 µM: second read-out of NTR1 ag, no call of its own (marks repeat the call); cell count; measured here: cell count, cytotoxicity flag
# An asterisk follows results filed as active; i = inactive; ? = inconclusive; nt = not tested or not shown.
SMILES,T cell HTS,T cell HTS vesicle-bound %,NTR1 ag,NTR1 ag cell count 20 µM,GPR55 antagonists,GPR35 arrestin U2OS,LYP phosphatase,Lipid droplet,Lipid droplet cells 6.5 µM,GPR55 beta-arrestin,Rac1 GTP hydrolysis,SV40 large T antigen
CCOc1ccc(-c2cccc(NS(=O)(=O)c3ccc([N+](=O)[O-])cc3)c2)nn1,i,30,-0.2,57,nt,nt,nt,nt,nt,nt,-1%,12%
COc1ccc(NC(=O)c2ccco2)cc1NC(=O)c1c(OC)cccc1OC,i,40,-1.4,44,-1%,2%,-6%,3,820,0.7%,5%,10%
CS(=O)(=O)c1ccc(-n2c(=O)n(Cc3ccccc3)c(=O)c3[nH]cnc32)cc1,i,45,-1.3,83,4%,-9%,-11%,nt,nt,0.4%,2%,7%
Cc1ccc(NC(=O)CSc2nc(=O)n(CCN3CCOCC3)c3c2CCCC3)cc1,i,26,0.9,71,nt,nt,nt,nt,nt,nt,2%,11%
COc1cc(/C=N\NC(=O)c2ccc(-c3ccccc3)cc2)cc(Br)c1O,i,68,4.5,52,14%,8%,4%,-2,701,-0.1%,0%,13%
Cc1cccc(NC(=S)N(CCN(C)C)C(C)c2ccco2)c1 (stereo not given),i,49,0.7,57,7%,-1%,-2%,-10,568,-0.2%,1%,10%
C=CCN1C(=O)C(C)(C)N(C(C)=O)c2ccccc21,i,39,0.3,82,2%,8%,-10%,0,726,-0.2%,0%,9%
Cc1cc(C)c(S(=O)(=O)c2ccc(C(C)(C)C)cc2)c(Cl)n1,i,20,2.9,102,-9%,4%,-7%,-10,839,0.0%,10%,-6%
Cn1cnnc1SCCCN1C(=O)c2cccc3cccc(c23)C1=O,i,56,1.3,55,6%,7%,5%,3,668,0.1%,8%,12%
O=C(O)/C=C/C(=O)NC1CCCCCCCCCCC1,i,31,0.9,43,-7%,-7%,-3%,2,736,0.2%,15%,3%
Cc1ccc(-n2nnc3c(=O)n(CC(=O)NCc4ccccc4)cnc32)cc1,i,20,7.7,89,4%,-2%,-8%,0,661,-0.1%,0%,8%
CC(=O)N1c2ccc(S(=O)(=O)NC(CC(=O)O)c3ccc(Br)cc3)cc2CC1C (stereo not given),i,40,-0.2,59,-1%,-11%,-5%,-3,732,-0.2%,10%,29%
COc1ccc(CCN(C)Cc2ccc(OC)c(OCc3ccccc3)c2)cc1OC,nt,nt,2.8,45,31%,8%,-2%,nt,nt,0.0%,18%,-1%
COc1cccc(C(=O)Nc2cc(C)on2)c1OC,i,39,2.2,58,10%,-9%,-6%,1,702,-0.2%,4%,9%
Cc1ccc(C2=NN(CCC#N)C(=O)CO2)cc1,i,59,0.6,79,1%,5%,-6%,27,801,0.0%,7%,3%
COc1ccccc1N1CCN(CC(=O)N2CCCC2)CC1,i,28,-1.0,58,-2%,9%,-7%,0,644,-0.1%,?,11%
NS(=O)(=O)c1ccc(NNC(=O)c2ccccc2)cc1,i,20,-0.2,52,16%,1%,-4%,8,701,-0.1%,nt,23%
CC(O)CNCCOc1ccccc1-c1ccccc1 (stereo not given),i,27,-2.0,67,14%,3%,-3%,4,629,-0.2%,22%,9%
COc1ccc2oc(=Nc3ccc(C(=O)O)cc3)c(C(=O)NCc3ccco3)cc2c1,i,38,0.8,45,4%,12%,1%,6,728,-0.4%,6%,1%
O=C(NCCCN1CCCC1=O)c1ccc([N+](=O)[O-])s1,i,38,-0.4,51,nt,nt,nt,nt,nt,nt,4%,3%
CCN(CC)S(=O)(=O)c1ccc(N2CCOCC2)c(NS(=O)(=O)c2ccc(C)c(C)c2)c1,i,46,1.3,56,6%,-9%,-6%,-47,696,-0.2%,8%,11%
CCOC(=O)CSc1nc2c(c(=O)[nH]c(=O)n2C)n1Cc1ccccc1,i,39,-1.0,66,5%,3%,-9%,14,824,0.5%,2%,11%
CCCCN(C(=O)c1cc2ccccc2o1)c1c(N)n(CC(C)C)c(=O)[nH]c1=O,i,49,2.2,56,5%,-17%,-6%,10,725,0.4%,-5%,0%
CCOc1ccc(-c2cccc(NC(=O)c3cccs3)c2)nn1,i,53,0.8,38,nt,nt,nt,nt,nt,nt,6%,11%
O=C(NCCN1CCOCC1)c1cc(-c2ccc(F)cc2)nc2ccccc12,i,58,0.7,71,nt,nt,nt,nt,nt,nt,5%,13%
Cc1ccc(C(=O)Nc2ccc3c(c2)CCC3)o1,nt,nt,1.0,77,17%,18%,-12%,-10,765,-0.1%,2%,11%
CC1(C)Cc2c(cnn2-c2cccc(F)c2)C(NC(=O)c2csnn2)C1 (stereo not given),i,61,-0.2,56,6%,6%,-12%,1,931,-0.1%,4%,19%
COc1ccccc1C(c1nnnn1CCc1ccccc1)N1CCCCCC1 (stereo not given),i,37,5.7,63,12%,15%,-5%,-30,791,0.6%,4%,7%
CNC(=O)/C(=C\c1ccco1)NC(=O)c1ccco1,i,59,-1.0,45,3%,7%,-3%,-1,824,0.2%,5%,17%
Cc1ccccc1COc1cccc(/C=N/NC(=O)c2nnn(-c3nonc3N)c2C)c1,i,9,5.5,38,5%,1%,-10%,-68,640,-0.2%,7%,7%
COc1ccc(-c2csc(NC(=O)c3ccccc3NS(=O)(=O)c3ccc(C)cc3)n2)cc1,i,37,11,67,24%,20%,4%,-60,584,0.4%,6%,27%
CC1=C(C(=O)Nc2ccccn2)C(c2ccc3c(c2)OCO3)C2=C(CC(C)(C)CC2=O)N1 (stereo not given),i,26,1.6,50,1%,-9%,-6%,-22,677,1.0%,0%,16%
COc1ccc2nc(SCC(=O)c3ccco3)[nH]c2c1,i,34,-1.7,55,26%,-5%,-3%,nt,nt,-0.1%,18%,-10%
C/C(=N/NC(=O)c1sc(=S)n(C)c1C)c1ccccc1,i,61,0.4,69,7%,-5%,-2%,19,658,-0.2%,7%,0%
COc1ccc(-n2cc(C#N)c(=O)[nH]c2=O)cc1,i,61,1.1,52,4%,-10%,2%,-8,607,-0.1%,3%,8%
O=C(CSc1nc(O)c(C2CCCCC2)c(=O)[nH]1)Nc1ccc(Cl)cc1,i,36,1.7,51,3%,-24%,2%,-7,653,-0.4%,5%,1%
Cn1c(NC(=O)c2cc(-c3ccc4c(c3)OCO4)nc3ccccc23)cc(=O)n(C)c1=O,i,34,1.0,36,9%,-2%,-1%,nt,nt,-0.1%,8%,17%
Cc1ccc(C(=O)NCCC(=O)N2CCC3(CC2)NCCc2[nH]cnc23)cc1C,i,30,-1.1,61,19%,-9%,-8%,21,751,-0.1%,14%,12%
C(=N\Nc1ccc2nncn2n1)/c1ccco1,i,25,-0.3,44,12%,8%,-7%,13,756,-0.1%,10%,11%
Cc1ccccc1Nc1nc(N2CCOCC2)nc(N2CCOCC2)n1,i,14,0.9,70,2%,11%,-10%,-14,687,-0.3%,13%,3%
CCCOc1ccccc1Cn1c(=O)oc2ccc(C)cc21,i,9,0.9,62,13%,-1%,1%,-24,717,-0.1%,8%,1%
CCN(c1ccccc1)S(=O)(=O)c1ccc(OC)c(NC(=O)Cn2cnc3c2c(=O)n(C)c(=O)n3C)c1,i,16,-0.5,46,-2%,-8%,-7%,3,670,-0.4%,-5%,8%
CC1N(C)c2cc(NC(=O)c3cccs3)c(P(=O)(Nc3ccc([N+](=O)[O-])cc3)N3CCOCC3)cc2C1(C)C (stereo not given),i,31,5.9,53,16%,-10%,12%,-5,690,1.5%,7%,7%
CC(C)(C)n1nc2c(c1NC(=O)c1cc([N+](=O)[O-])ccc1Cl)CS(=O)(=O)C2,i,45,-1.5,87,1%,0%,-10%,-22,698,-0.1%,-7%,11%
O=C(NNC(=S)NCc1ccc(Cl)cc1)c1cccnc1,i,7,-1.2,47,5%,-10%,-12%,-3,878,-0.2%,6%,16%
O=C(COc1ccccc1)Nc1ccc([N+](=O)[O-])cc1,i,45,-1.2,69,0%,8%,-1%,-8,594,0.1%,6%,8%
COC(=O)c1ccc(NC(=O)Cn2nc(C(=O)Nc3ccc(C)cc3)ccc2=O)cc1,i,29,0.4,67,5%,-11%,-14%,-10,649,-0.1%,6%,12%
CCCCCn1c(=O)[nH]c2cc(C(=O)O)ccc2c1=O,i,52,-1.6,90,-7%,-22%,1%,0,648,0.3%,3%,12%
CC(=O)N1CC(=O)N(OCc2ccccc2)C1c1ccc(Cl)cc1Cl (stereo not given),nt,nt,0.5,57,-11%,19%,-10%,nt,nt,-0.1%,5%,13%
CCc1nc(Nc2ccc(O)cc2)c2oc3ccccc3c2n1,i,59,4.2,85,-1%,-1%,-3%,16,718,-0.1%,18µM*,16%
CC(C)COP(=O)(c1ccc(N(C)C)cc1)C(Nc1ccccc1)c1cccnc1 (stereo not given),i,47,1.3,40,4%,-3%,14%,-2,672,-0.2%,2%,4%

# Record cards (already shown). Order of screens: T cell HTS, T cell HTS vesicle-bound %, NTR1 ag, NTR1 ag cell count 20 µM, GPR55 antagonists, GPR35 arrestin U2OS, LYP phosphatase, Lipid droplet, Lipid droplet cells 6.5 µM, GPR55 beta-arrestin, Rac1 GTP hydrolysis, SV40 large T antigen
# O=C(COc1ccccc1)Nc1ccc([N+](=O)[O-])cc1 across the screens: i, 45, -1.2, 69, 0%, 8%, -1%, -8, 594, 0.1%, 6%, 8%
# CC(C)COP(=O)(c1ccc(N(C)C)cc1)C(Nc1ccccc1)c1cccnc1 (stereo not given) across the screens: i, 47, 1.3, 40, 4%, -3%, 14%, -2, 672, -0.2%, 2%, 4%

# Compound activity deposited in PubChem by several laboratories.
